NLRP3 yeast inh: inhibitors of NALP3 inflammasome in yeast | inhibition, % at 10 µM | Yeast reconstituted NLRP3/ASC/caspase-1, beta-gal luminescence, 24 h | hit rate 0.39% among 330,000;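 active = inhibition of 50% or more; inactive = inhibition below 50%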;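 also: plate controls were induced DMSO wells for no effect and uninduced yeast grown without galactose for full effect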
tim10-1 inh: inhibits growth of tim10-1 mutant yeast; S. cerevisiae tim10-1 ts strain growth, BacTiter-Glo, 24 h; inhibition, % at 20 µM; hit rate 2.2% among 330,000; AID 463190;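 active = inhibition of at least 40%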;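 also: mutant grown at 25 °C; 0% = DMSO wells with yeast and 100% = wells holding no yeast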
TIM10 inh: TIM10 yeast growth inhibition. S. cerevisiae TIM10 strain growth, BacTiter-Glo luminescence, 24 h. inhibition, % at 10 µM. hit rate 1.4% among 330,000;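 active = inhibition of 40% or more at the single tested concentration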;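 also: wild-type TIM10 isogenic control strain grown at permissive 25 °C; 0% = DMSO yeast wells and 100% = minimal medium wells without yeast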
hIAP act: increases human intestinal alkaline phosphatase activity. hit rate 0.16% among 330,000. activation factor at 10 µM. purified human IAP, CDP-Star luminescence, 30 min; stronger effect = higher value; 1 = vehicle-only enzyme, 0 = enzyme-free background. P09923. AID 2524;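 active = activation factor of the enzyme at least 2-fold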; also: the source names both 10 and 20 µM as test concentration; values of inactives mirror those of a sister screen read the other way
mIAP block: mouse IAP inhibition; inhibition, % at 10 µM; hit rate 0.2% among 330,000; AID 2806; purified mouse IAP, CDP-Star luminescence, 30 min;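 active = inhibition of at least 40% at 10 µM in the primary screen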;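 also: plate controls were DMSO with enzyme for no effect and no enzyme wells for full effect; values of inactives mirror those of a sister screen read the other way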
hIAP inh: human IAP inhibition. purified IAP, CDP-Star luminescence, 30 min. hit rate 0.12% among 330,000. P09923. inhibition, % at 10 µM;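 active = inhibition reaching a set limit with compound at 10 µM in the primary screen, cut at about 35% in these data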;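 also: plate controls were DMSO wells with enzyme for no effect and no-enzyme buffer wells for full effect; values of inactives mirror those of a sister screen read the other way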
mIAP act: increases mouse intestinal alkaline phosphatase activity. activation factor at 10 µM. muIAP, CDP-Star luminescence, 30 min; stronger effect = higher value; 1 = vehicle-only enzyme signal, 0 = enzyme-free wells. AID 2805. hit rate 0.24% among 330,000;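 active = activation factor of at least 2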; also: the source names both 10 and 20 µM as test concentration; values of inactives mirror those of a sister screen read the other way
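Assay system: mouse IAP enzyme; Reagent: CDP-Star chemiluminescent phosphatase substrate; Compound: DMSO-dissolved test compounds; Incubation: 30 min, room temperature; Technique: luminescence from enzymatic CDP-Star hydrolysis; Controls: DMSO-only wells and no-enzyme negative control.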
ATG4B inhibitor: inhibitors of human ATG4B cysteine protease; Q9Y4P1; ATG4B cleavage of LC3-PLA2, NBD-HPC fluorescence, 1 h; inhibition, % at 8.33 µM; hit rate 0.51% among 340,000; in the data active = inhibition above about 40%
Apaf1 inhib: blocks human Apaf-1 apoptosome activity; hit rate 0.71% among 330,000; inhibition, % at 20 µM; O14727; reconstituted apoptosome caspase-3 activity, DEVD-Rh110 fluorescence; active = inhibition of at least 40% at 20 µM;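 also: plate controls were DMSO wells for no effect and DEVD-CHO caspase inhibitor wells for full effect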
Target sequence (O14727 whole entry, looked up): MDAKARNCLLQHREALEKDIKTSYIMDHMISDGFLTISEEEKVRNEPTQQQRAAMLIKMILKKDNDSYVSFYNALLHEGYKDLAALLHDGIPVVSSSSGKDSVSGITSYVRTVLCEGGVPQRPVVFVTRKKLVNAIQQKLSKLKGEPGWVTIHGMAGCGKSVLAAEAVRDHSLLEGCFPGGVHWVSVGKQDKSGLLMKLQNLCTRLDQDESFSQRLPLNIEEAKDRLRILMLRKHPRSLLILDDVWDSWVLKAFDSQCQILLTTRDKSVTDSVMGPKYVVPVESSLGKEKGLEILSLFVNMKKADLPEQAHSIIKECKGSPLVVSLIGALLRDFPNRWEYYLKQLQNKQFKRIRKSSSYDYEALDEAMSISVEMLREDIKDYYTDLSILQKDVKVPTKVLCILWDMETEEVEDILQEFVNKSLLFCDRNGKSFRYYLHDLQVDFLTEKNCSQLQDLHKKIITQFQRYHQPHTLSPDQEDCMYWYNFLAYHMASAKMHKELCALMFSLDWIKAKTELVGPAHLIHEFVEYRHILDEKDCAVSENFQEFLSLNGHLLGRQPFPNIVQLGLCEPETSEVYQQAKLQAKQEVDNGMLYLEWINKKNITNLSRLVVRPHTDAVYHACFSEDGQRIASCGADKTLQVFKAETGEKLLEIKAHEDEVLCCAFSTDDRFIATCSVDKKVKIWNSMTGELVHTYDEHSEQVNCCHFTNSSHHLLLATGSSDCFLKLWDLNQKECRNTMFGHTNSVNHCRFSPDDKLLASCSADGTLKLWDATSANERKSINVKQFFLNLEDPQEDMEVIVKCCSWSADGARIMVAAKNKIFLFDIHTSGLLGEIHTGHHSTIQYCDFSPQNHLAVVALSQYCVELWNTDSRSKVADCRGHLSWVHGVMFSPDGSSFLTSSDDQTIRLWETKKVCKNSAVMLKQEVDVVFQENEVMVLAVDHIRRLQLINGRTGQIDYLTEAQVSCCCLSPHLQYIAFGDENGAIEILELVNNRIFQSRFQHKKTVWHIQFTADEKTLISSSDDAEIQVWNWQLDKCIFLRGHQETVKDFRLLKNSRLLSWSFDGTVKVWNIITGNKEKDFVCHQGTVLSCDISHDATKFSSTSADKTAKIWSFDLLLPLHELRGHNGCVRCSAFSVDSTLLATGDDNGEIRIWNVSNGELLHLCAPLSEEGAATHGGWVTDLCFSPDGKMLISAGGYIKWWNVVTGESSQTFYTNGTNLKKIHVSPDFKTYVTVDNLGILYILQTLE
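System – cell-free apoptosome with Apaf-1, procaspase-3 and caspase-9 · Buffer or medium – pH 7.5 Hepes buffer with CHAPS, BSA, DTT · Also added – cytochrome c with DEVD-Rh110 · Times – 30 min compound preincubation, 50 min activation, room temperature · Technique – Rh110 fluorescence intensity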
Numbers without * were called inactive. An unsorted share of the library, and some 4.5% of all compounds hit somewhere here.

nr	SMILES	hIAP act	mIAP block	Apaf1 inhib	hIAP inh	NLRP3 yeast inh	TIM10 inh	tim10-1 inh	mIAP act	ATG4B inhibitor
1	CCOC(=O)c1c(C)[nH]c(C(=O)NNC(=O)c2ccccc2F)c1C	1	19	2	-5	10	-4	-4	0.81	0
2	CC(C)N(C)S(=O)(=O)c1ccc(Cl)c(C(=O)O)c1	0.94	6	-9	6	4	-11	-3	0.94	0
3	COc1cccc(NC(=O)C(=O)NCCCN2CCCC2=O)c1	1.1	-4	9	-6	15	4	14	1	-4
4	CCOCCc1nnc(NC(=O)Cc2ccc(Br)cc2)s1	0.95	-1	-4	5	-5	1	9	1	4
5	Cc1cc(-c2ccc(C)c(S(=O)(=O)NCc3cccc(Br)c3)c2)on1	1.2	-8	12	-16	13	-5	41*	1.1	-4
6	O=C(CSCCO)Nc1ccccc1	0.85	5	2	14	2	-17	0	0.95	-3
7	NC(=O)CN1CCN(C(=O)NC2CCCCC2)CC1	1	8	-6	0	12	8	-9	0.92	6
8	CCOC(=O)CSc1nnc(-c2ccccc2)c(=O)[nH]1	1	1	6	-4	-7	-9	8	0.99	-2
9	CCOC(=O)[C@H]1[C@H]2COc3cc(OC)ccc3[C@@H]2N2C(=O)N(c3cccc(F)c3)C(=O)[C@@]12C	1	-2	20	-2	1	8	21	1	4
10	COCCn1cnc2c1c(=O)n(CC(=O)OCC(=O)NCCCc1ccccc1)c(=O)n2Cc1ccccc1	1.2	0	0	-18	-13	12	19	0.99	-9
11	COc1ccc(/C(O)=C2/C(=O)C(=O)N(c3ncccn3)C2c2ccc(OC)c(OC)c2)cc1 (centres undefined)	1.1	-1	-9	-7	13	3	0	1	3
12	CC(Sc1ncn[nH]1)C(=O)NCc1ccccc1 (centres undefined)	0.8	2	-3	20	17	-11	-6	0.98	4
13	Cc1cc(=O)n(C)c(=O)n1CCCCOc1ccc([N+](=O)[O-])cc1	1.1	1	2	-8	-9	-4	14	0.99	-11
14	Cc1cccc(OCc2nnc(SCC(=O)N3CCN(C(=O)c4ccco4)CC3)n2C)c1C	1.1	4	-5	-5	-1	6	14	0.96	-9
15	Cc1[nH]c(=O)[nH]c(=O)c1S(=O)(=O)NCC12CC3CC(CC(C3)C1)C2	0.98	-12	6	2	13	1	1	1.1	1
16	CCN(CC)c1nc2cc(C)ccc2cc1/C=C(\C#N)C(N)=O	1	0	7	-2	-8	6	35	1	4
17	Cc1ccc2[nH]c3c(c2c1)CN(C(=O)CN1CCCCC1)CC3	0.86	-6	-16	14	12	8	3	1.1	10
18	O=C(NCCc1ccccc1)c1cccnc1N1CCCCCC1	1.1	11	-7	-11	24	12	23	0.89	-4
19	O=C(O)CCC(=O)N1CN2CN(C(=O)CCC(=O)O)CC([N+](=O)[O-])(C2)C1	1.1	7	-26	-9	1	-18	10	0.93	-3
20	O=C(NCc1cn2ccsc2n1)Nc1cccc(Cl)c1	1.2	-5	-2	-17	-3	-2	-25	1.1	5
21	CCCCNC(=O)C1CC(c2cccc(F)c2)=NO1 (centres undefined)	0.99	1	2	1	38	-4	-28	0.99	2
22	NC(=S)N/N=C1\CC(n2nnn(-c3cccc(Cl)c3)c2=S)C2COC1O2 (centres undefined)	1.1	10	22	-6	13	9	17	0.9	-12
23	CC(C(=O)NCc1ccco1)n1nc(-c2ccccc2)c2cc(Cl)ccc21 (centres undefined)	1	-22	5	-1	-8	-4	-5	1.2	-4
24	Cc1csc2ncnc(N3CCN(C(=S)Nc4ccc(C(F)(F)F)cc4)CC3)c12	0.98	-17	3	2	18	23	28	1.2	9
25	O=C(NCCCN1CCOCC1)Nc1ccc(Cc2ccc(NC(=O)NCCCN3CCOCC3)cc2)cc1	1.5	-48	4	-54	-1	-10	-8	1.5	-3

One compound at a time, as listed above. Values in the order: hIAP act | mIAP block | Apaf1 inhib | hIAP inh | NLRP3 yeast inh | TIM10 inh | tim10-1 inh | mIAP act | ATG4B inhibitor
Shown for CC(Sc1ncn[nH]1)C(=O)NCc1ccccc1 (centres undefined) → 0.8 | 2 | -3 | 20 | 17 | -11 | -6 | 0.98 | 4
Shown for CC(C(=O)NCc1ccco1)n1nc(-c2ccccc2)c2cc(Cl)ccc21 (centres undefined) → 1 | -22 | 5 | -1 | -8 | -4 | -5 | 1.2 | -4
Shown for Cc1ccc2[nH]c3c(c2c1)CN(C(=O)CN1CCCCC1)CC3 → 0.86 | -6 | -16 | 14 | 12 | 8 | 3 | 1.1 | 10

Next section:
nr	SMILES	hIAP act	mIAP block	Apaf1 inhib	hIAP inh	NLRP3 yeast inh	TIM10 inh	tim10-1 inh	mIAP act	ATG4B inhibitor
26	Cc1ccc2[nH]c(O)c(N=O)c2c1	1	1	-25	-5	-9	-6	-5	0.99	-8
27	Cc1cccc(NC(=O)CN(C)S(=O)(=O)c2cccs2)c1	1.1	8	5	-6	6	1	10	0.92	-5
28	Cc1ccc(S(=O)(=O)c2nc(C(C)(C)C)oc2N2CCOCC2)cc1	0.93	6	2	7	5	-16	6	0.94	-1
29	COc1ccc(NC(=O)CSc2nnnn2C2CCCCC2)c(OC)c1	1.1	-7	8	-8	20	-15	14	1.1	-2

tim10-1 inh: entries above that show a hit
entry	molecule	hIAP act	mIAP block	hIAP inh	NLRP3 yeast inh	tim10-1 inh	mIAP act	ATG4B inhibitor
5	Cc1cc(-c2ccc(C)c(S(=O)(=O)NCc3cccc(Br)c3)c2)on1	1.2	-8	-16	13	41*	1.1	-4

Compound activity from PubChem BioAssay.
